CSN deneddyl inh – inhibitors of CSN-mediated cullin deneddylation, primary screen, biochemical, fluorescence polarization, uHTS; hit rate 0.38% among 360,000; inhibition, % at 12.5 µM; COP9 signalosome complex subunit 5 (Homo sapiens), Q92905; AID 651999, 2013; Purified CSN, SCF-Nedd8-OG deneddylation;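 active = pattern-corrected inhibition above about 35%, with an unprinted fluorescence ratio check between 0.5 and 1.5, limit read from the data, passing the limit was not always enough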;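 also: 0% = enzyme with substrate and 100% = substrate without enzyme; some results filed as inactive read as strong as hits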
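Test system: Human Csn5 produced in HEK293T cells | Compound: 12.5 µM single point | Times: 90 min, room temperature | Signal: Fluorescence polarization readout | Read-out basis: % inhibition of substrate cleavage by Csn5 | Controls: no-enzyme wells high, enzyme-with-substrate wells low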
STEP block – STEP phosphatase inhibitors, primary screen, biochemical, fluorescence intensity, uHTS; inhibition, % at 20 µM; Tyrosine-protein phosphatase non-receptor type 5 (Homo sapiens), P54829; recombinant STEP, OMFP fluorogenic substrate; AID 588621, 2011; hit rate 0.25% among 360,000;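 active = inhibition at 20 µM, scaled per plate between control wells, above about 37%, limit read from the data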;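 also: 0% = DMSO with enzyme and substrate and 100% = substrate only without enzyme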
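Material: STEP (striatal-enriched tyrosine phosphatase) enzyme, cell-free | Medium: 50 mM Bis-Tris pH 6.0 with 2.5 mM DTT and 0.005% Tween 20 | Read-out: Percent inhibition scaled to no-enzyme and uninhibited-enzyme controls, plate-pattern corrected | Signal: Fluorescence read at 480 nm ex / 540 nm em | Times: 20 min reaction, room temperature, in the dark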
Neddyl block – inhibitors of cullin neddylation, primary screen, biochemical, TR-FRET, uHTS, NAE and Ubc12. NEDD8-conjugating enzyme Ubc12 (Homo sapiens) + NEDD8-activating enzyme E1 regulatory …. hit rate 0.58% among 360,000. calls only at 25 µM. AID 651699, 2012; in the data active = inhibition above about 36%
Target sequence (P61081 whole entry, looked up): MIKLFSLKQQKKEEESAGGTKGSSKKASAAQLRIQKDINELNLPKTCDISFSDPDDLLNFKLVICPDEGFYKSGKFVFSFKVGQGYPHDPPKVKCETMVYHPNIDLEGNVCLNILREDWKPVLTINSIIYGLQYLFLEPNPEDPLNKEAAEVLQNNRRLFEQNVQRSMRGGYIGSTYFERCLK
Target sequence (Q13564 whole entry, looked up): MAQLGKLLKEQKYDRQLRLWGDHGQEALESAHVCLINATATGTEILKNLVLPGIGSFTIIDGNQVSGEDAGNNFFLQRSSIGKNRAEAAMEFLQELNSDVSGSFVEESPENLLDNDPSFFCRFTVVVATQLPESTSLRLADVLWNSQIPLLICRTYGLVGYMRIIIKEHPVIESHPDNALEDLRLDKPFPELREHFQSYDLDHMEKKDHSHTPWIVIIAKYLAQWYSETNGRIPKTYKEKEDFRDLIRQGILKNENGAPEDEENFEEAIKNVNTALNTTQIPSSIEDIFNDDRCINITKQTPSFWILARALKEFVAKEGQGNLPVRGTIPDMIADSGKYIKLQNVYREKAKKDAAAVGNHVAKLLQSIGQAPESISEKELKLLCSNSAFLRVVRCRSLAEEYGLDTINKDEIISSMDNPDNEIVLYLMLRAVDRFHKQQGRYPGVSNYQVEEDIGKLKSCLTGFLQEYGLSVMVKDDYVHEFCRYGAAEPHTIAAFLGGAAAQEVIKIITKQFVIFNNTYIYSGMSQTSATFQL
DNMT1 block – human DNMT1 methyltransferase inhibitors, primary screen, biochemical, molecular beacon, fluorescence, HinP1I cleavage, uHTS; DNA (cytosine-5)-methyltransferase 1 (Homo sapiens), P26358; inhibition (reported as % activation of signal), % at 10 µM; hit rate 0.83% among 360,000; in the data active = inhibition above about 50%
NadD inh – inhibitors of S. aureus NadD, primary screen, biochemical, colorimetric, uHTS; inhibition, % at 20 µM; Nicotinate-nucleotide adenylyltransferase NadD (Staphylococcus aureus N315); purified NadD enzyme, colorimetric absorbance read-out; hit rate 0.78% among 360,000; AID 602399, 2012; in the data active = inhibition above about 26%; also: some compounds past the cut are filed as inactive
Rin1 Abl inh – inhibitors of Rin1-Abl protein binding, primary screen, biochemical, TR-FRET. Tyrosine-protein kinase ABL1 (Homo sapiens) + Ras and Rab interactor 1 (Homo sapiens), …. inhibition, % at 7.35 µM. hit rate 0.4% among 360,000; in the data active = inhibition above about 5%, passing the limit was not always enough
SUMO1 PPI mod – modulators of SUMO1 protein-protein interactions, primary screen, biochemical, uHTS. SUMO1 binding to a labelled peptide, TR-FRET, 1 h. Small ubiquitin-related modifier 1 (Homo sapiens), P63165. inhibition, % at 20 µM. hit rate 0.33% among 360,000; in the data active = inhibition above about 37%
Target sequence (P63165 whole entry, looked up): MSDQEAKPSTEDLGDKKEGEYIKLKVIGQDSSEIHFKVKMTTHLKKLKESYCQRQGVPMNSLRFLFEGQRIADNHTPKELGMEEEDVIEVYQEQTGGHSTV
LMPTP block – LMPTP phosphatase inhibitors, primary screen, biochemical, fluorescence intensity, uHTS | Low molecular weight phosphotyrosine protein phosphatase (Homo sapiens), P24666 | recombinant LMPTP-A, OMFP fluorogenic substrate | inhibition, % at 20 µM | hit rate 0.22% among 360,000;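 active = compounds that cut the enzyme signal by at least half of the control window in the single-dose screen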;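 also: plate controls were DMSO wells with enzyme plus substrate for no effect and substrate without enzyme for full effect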
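Test system – LMPTP-A enzyme · Amount – LMPTP-A at 0.625 nM final in the reaction · Buffer or medium – Bis-Tris pH 6.0, DTT, detergent · Reagent – OMFP 400 µM · Doses – single 20 µM dose · Schedule – reaction 50 min, room temperature, dark · Detection – fluorescence intensity of OMFP turnover product · Evaluation – percent inhibition versus substrate-only and uninhibited controls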
Rpn11 block – Rpn11 (PSMD14) deubiquitinase inhibitors, primary screen, biochemical, fluorescence polarization, uHTS; calls only at 20 µM; hit rate 0.59% among 360,000; human 26S proteasome, Ub4-pepOG fluorescence polarization; 20S core pre-blocked with epoxomicin; AID 588493, 2011; 26S proteasome non-ATPase regulatory subunit 14 (Homo sapiens), O00487;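 active = inhibition at 20 µM, scaled to each plate's controls, above about 33%, limit read from the data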
Scp1 inh – Scp-1 phosphatase inhibitors, primary screen, biochemical, colorimetric, uHTS; Carboxy-terminal domain RNA polymerase II polypeptide A small phosphatase 1 (Homo …; Recombinant Scp1, phosphopeptide, malachite green phosphate absorbance; AID 493091, 2011; inhibition, % at 20 µM; hit rate 0.88% among 340,000;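 active = inhibition above about 50% at 20 µM, limit read from the data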;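 also: plate controls were DMSO wells with enzyme for no effect and wells lacking enzyme for full effect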
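assay system = SCP-1 phosphatase catalytic domain, residues 76-261 | buffer or medium = 50 mM Tris acetate pH 5.5, 0.005% Tween-20, 10 mM MgCl2 | incubation = enzyme reaction 45 min at room temperature, colour 5 min, stabilisation 30 min | signal = Phosphate-binding colour reagent, absorbance read at 630 nm | measure = % inhibition at 20 µM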
Active calls of the source: *; i = inactive; x = no result given.

entry	LMPTP block	Neddyl block	Rpn11 block	Scp1 inh	STEP block	Rin1 Abl inh	NadD inh	CSN deneddyl inh	DNMT1 block	SUMO1 PPI mod	compound
1	-1.2	i	i	x	6	0	3	2	-18	4	C[C@H](CO)N1C[C@H](C)[C@H](CN(C)Cc2cccc(O)c2)OCc2ccccc2-c2c(n(C)c3ccccc23)C1=O
2	1.6	i	i	-8	3	-5	11	3	-6	-12	Oc1ccc2ccccc2c1C=NCc1cn2ccsc2n1
3	-1.1	i	i	3	-2	2	0	-6	7	-2	CSCCC(NC(=O)c1ccc(Cl)cc1)C(=O)OCC(=O)Nc1ccc(C#N)cc1 (stereo not given)
4	2.0	i	i	x	-4	-3	-6	0	-4	-1	CC1(C(=O)Nc2cnc3ccccc3c2)CCN1CCc1ccccc1 (stereo not given)
5	-1.2	i	i	-11	0	4	2	-4	3	3	CN1C(=O)[C@H]2[C@@H](C3CC3)N3C(=O)CN(Cc4ccccn4)C(=O)[C@@]3(Cc3ccccc3)[C@H]2C1=O
6	-0.2	i	i	-3	-2	0	0	4	4	3	O=C(COC(=O)C1CC1)NCc1ccc(Cl)cc1Cl
7	-2.0	i	i	-12	-2	-3	8	-1	-2	0	CC[C@H](CO)NCCN[C@H](CC)CO
8	3.1	i	i	-5	-4	0	-1	0	-6	1	CCC1CCCCN1CCCNC(=O)c1ccc2c(c1)NC(=O)CN2C (stereo not given)
9	-1.7	i	i	-17	-1	x	-3	1	-2	0	COc1ccc(CNC(=O)CCC(=O)N2CC(C)Oc3ccccc32)cc1 (stereo not given)
10	-1.8	i	i	-7	1	-1	4	-1	-3	2	CCOc1ccccc1Oc1c(C)oc2cc(OC(=O)N3CCOCC3)ccc2c1=O

The listing continues.
entry	LMPTP block	Neddyl block	Rpn11 block	Scp1 inh	STEP block	Rin1 Abl inh	NadD inh	CSN deneddyl inh	DNMT1 block	SUMO1 PPI mod	compound
11	1.2	i	i	9	-2	4	-5	7	-4	3	Cc1cc(C)c(S(=O)(=O)NCCc2cc3ccc(C)c(C)c3[nH]c2=O)c(C)c1
12	-0.2	i	i	-8	-2	-2	4	6	-2	4	COc1ccc(-n2nnnc2SCC(=O)Nc2nnc(C)s2)cc1OC
13	-1.0	i	i	-7	1	1	-8	2	1	2	C=CCNC(=O)N1CCC(c2nc3ccccc3s2)CC1
14	-1.2	i	i	-8	0	8	-2	6	-5	-1	COC(=O)C1=C[C@@H](C(=O)OC)[C@@H]2C3=C(C(=O)[C@]2(CC(C)C)NC(=O)c2ccccc2)[C@H](C)n2c(=O)n(-c4ccccc4)c(=O)n2[C@@H]3C1
15	-1.1	x	i	x	1	-1	0	-9	1	2	Cc1c(CC(=O)NCC(=O)NCC(=O)N[C@@H](Cc2ccccc2)C(=O)O)c(=O)oc2c(C)c(O)ccc12
16	-2.0	i	i	-2	-1	-1	6	4	-6	-3	Cc1nc2sc(C(=O)O)c(N)c2c2c1COC(C)(C)C2
17	-0.8	i	i	-8	-1	-2	-5	-12	-4	-39	Cc1ccccc1CN(C)C(=O)COC(=O)CSc1ccc([N+](=O)[O-])cc1
18	-0.7	i	i	-1	-2	2	-5	-4	1	-1	CC(C)Cn1c(=O)c2ccccc2n2c(CCC(=O)NCC3CCCO3)nnc12 (stereo not given)
19	-2.3	i	i	-3	4	-1	-2	-3	5	0	Cc1nnc(SCCC(C)C)[nH]c1=O
20	-1.5	i	i	-6	-1	2	-2	4	-4	-4	Cc1cc(NC(=O)CN2CCC(n3nnc4cc(C(F)(F)F)ccc43)CC2)no1

Next section
entry	LMPTP block	Neddyl block	Rpn11 block	Scp1 inh	STEP block	Rin1 Abl inh	NadD inh	CSN deneddyl inh	DNMT1 block	SUMO1 PPI mod	compound
21	3.0	i	i	-6	2	0	-9	4	4	-10	COC(=O)C1=CN(c2ccc(F)cc2)C=C(C(=O)OC)C1c1cccc([N+](=O)[O-])c1
22	-0.8	i	i	-6	-7	-2	-1	1	2	-1	Cc1c(NC(=O)CSC2=C(C#N)C(c3ccccc3F)CC(=O)N2)c(=O)n(-c2ccccc2)n1C (stereo not given)
23	1.9	i	i	11	4	-10	2	9	0	-10	O=C(O)C1CCN(c2nc(-c3ccccc3)c3cc(Br)ccc3n2)CC1
24	0.3	i	i	6	3	0	16	1	7	-6	Cc1ccc(-c2nnc(N3CCN(C(=O)CN4C(=O)c5ccccc5C4=O)CC3)c3ccccc23)cc1
25	0.9	i	i	-3	2	2	-6	1	0	1	Cc1cc(NC(=O)CSc2nc3ccccc3n2CC(C)C)no1
26	-1.7	i	i	-3	2	3	6	-4	0	3	CC(CCc1ccco1)NC(=O)CCc1nnc2ccc(NCc3ccccc3)nn12 (stereo not given)
27	-2.7	i	i	-5	-2	-1	0	-15	-1	0	CCC(C)[C@H](NC(=O)N1CCN(C)CC1)C(=O)OC (stereo not given in full)
28	0.3	i	i	2	-2	2	-2	1	2	-3	COC(=O)C1(S(=O)(=O)C2(C(=O)OC)CCCC2)CCCC1
29	3.5	i	i	3	-2	3	-4	-1	5	1	O=C(c1ccc2snnc2c1)N1CCSCC1
30	-1.9	i	i	-7	-2	1	3	-1	4	3	CCCCOC(=O)c1sc2nc(N3CCOCC3)c3c(c2c1N)CC(C)(C)OC3

(further entries)
entry	LMPTP block	Neddyl block	Rpn11 block	Scp1 inh	STEP block	Rin1 Abl inh	NadD inh	CSN deneddyl inh	DNMT1 block	SUMO1 PPI mod	compound
31	-0.5	i	i	9	2	2	-3	-1	-3	5	COCCCNC(=S)N1CCN(S(=O)(=O)c2ccc(OC)cc2)CC1
32	-1.0	x	i	x	-1	-2	-2	-7	-4	-20	CC1=CC(=O)Nc2ncccc2O1
33	3.5	i	i	-8	-2	0	-10	4	-3	3	COc1ccc(OC)c(-c2csc(NC(=O)Cc3ccccc3F)n2)c1
34	-11	i	i	0	-6	4	12	4	-5	-1	CC[C@@H](C)C(NC(=O)OC(C)(C)C)c1cn([C@@H](Cc2cc3ccccc3[nH]2)C(=O)N2CCN(C(=O)OC(C)(C)C)CC2)nn1 (stereo not given in full)
35	-0.2	i	i	-9	0	-2	1	-8	-3	-8	O=C(COC(=O)[C@H](Cc1ccccc1)NC(=O)c1ccco1)NCc1ccccc1
36	-2.4	i	i	-10	1	1	-5	15	-1	22	O=C(COC(=O)c1ccc([N+](=O)[O-])s1)Nc1ccccc1
37	-1.2	i	i	4	-7	1	-5	0	3	5	COCCn1nnnc1C(c1ccccc1OC)N1CCN(C(=O)c2ccco2)CC1 (stereo not given)
38	0.0	i	i	-4	-2	-6	-2	2	-3	-3	O=C(NCc1ccccc1)C1CCCN(c2cnccn2)C1 (stereo not given)
39	0.5	i	i	-3	0	-5	5	1	-1	-20	O=C(c1ccccc1Sc1ccc([N+](=O)[O-])cc1Cl)N1CCOCC1
40	0.8	i	i	0	-4	4	4	0	1	1	Cc1cc2ncn(C(=O)c3c(-c4ccccc4)noc3C)c2cc1C

Next compounds follow.
entry	LMPTP block	Neddyl block	Rpn11 block	Scp1 inh	STEP block	Rin1 Abl inh	NadD inh	CSN deneddyl inh	DNMT1 block	SUMO1 PPI mod	compound
41	-2.5	i	i	-2	-2	4	2	-3	2	3	CC(=O)NCCNC(=O)c1oc2ccccc2c1CSc1ncn[nH]1
42	-0.7	i	i	-5	-2	2	2	-2	1	1	CCOC(=O)N1CCN(C(=O)CN2C(=O)CC(C)(C)S(=O)(=O)c3ccccc32)CC1
43	-1.9	i	i	-5	3	-2	-7	1	0	5	COc1ccc2occ(C(=O)c3ccccc3)c2c1
44	-0.3	i	i	3	0	-5	2	53	-2	-9	COc1ccc(-n2nc(C(=O)N3CCC(C#N)CC3)c3c4ccccc4n(C)c3c2=O)cc1

Screening data: PubChem BioAssay, several laboratories
